mcGAS inh – blocks mouse cGAS activity | Q8C6L5 | recombinant cGAS, Kinase-Glo ATP depletion luminescence | inhibition, % at 12.5 µM | hit rate 0.15% among 160,000 | AID 1259399;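 further: 0% = negative control wells and 100% = reference inhibitor with no enzyme activity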
hcGAS lum – blocks human cGAS activity; inhibition, % at 12.5 µM; Q8N884; hit rate 0.081% among 290,000; recombinant h-cGAS, ATP depletion, Kinase-Glo luminescence;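 further: 0% = vehicle reaction and 100% = reaction without DNA for no activity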
Target sequence (Q8N884 whole entry, looked up): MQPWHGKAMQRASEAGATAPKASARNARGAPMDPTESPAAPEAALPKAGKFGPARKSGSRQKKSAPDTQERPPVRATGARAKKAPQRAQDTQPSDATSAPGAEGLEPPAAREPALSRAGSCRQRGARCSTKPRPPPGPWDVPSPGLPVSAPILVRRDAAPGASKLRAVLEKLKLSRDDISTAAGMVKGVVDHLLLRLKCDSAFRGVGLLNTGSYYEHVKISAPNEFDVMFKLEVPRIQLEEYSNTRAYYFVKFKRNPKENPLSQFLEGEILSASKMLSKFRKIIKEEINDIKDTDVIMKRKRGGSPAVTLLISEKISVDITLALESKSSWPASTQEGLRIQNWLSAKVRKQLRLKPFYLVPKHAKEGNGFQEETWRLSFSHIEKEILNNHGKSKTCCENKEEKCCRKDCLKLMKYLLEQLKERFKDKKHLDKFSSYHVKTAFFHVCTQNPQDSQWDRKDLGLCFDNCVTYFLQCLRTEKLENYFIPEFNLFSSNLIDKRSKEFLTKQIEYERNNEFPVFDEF
NPYLR7 ag – activates Aedes aegypti NPYLR7 receptor | HEK293T NPYLR7/Galpha15, GCaMP6s calcium fluorescence | AID 1259423 | hit rate 0.15% among 270,000 | activation, % at 10 µM; in the data active means activation above about 40%;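 further: 0% = vehicle and 100% = reference agonist at the receptor; some compounds past the cut are filed as inactive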
Active calls of the source: *; . = no result given. Unless noted, no stated cut-off is given here; in the data, active means inhibition above about 40%; inactive means the rest.

SMILES	mcGAS inh	hcGAS lum	NPYLR7 ag
O=C(NC1CCN2CCCCC12)C1CCS(=O)(=O)C1 (stereo not given)	.	-9	7
CCc1c(C)nn(CC(=O)NC(C)c2n[nH]c(C)n2)c1C (stereo not given)	.	-4	3
Cc1cccc(CS(=O)(=O)NCC(c2ccsc2)N2CCc3ccccc3C2)c1 (stereo not given)	-7	-8	11
O=S(=O)(c1cccc(Cl)c1Cl)N(Cc1nnc(-c2ccc(Cl)cc2)o1)C1CC1	-7	-3	0
Cc1ccccc1CN1CCCC(CCNS(=O)(=O)C2CC2)C1 (stereo not given)	.	-5	-3
CN(C(=O)C1Cc2ccccc2CN1)C1CCOCC1 (stereo not given)	.	-4	0
O=S(=O)(Nc1cc(F)ccc1F)c1ccc(F)cc1Br	-5	-3	4
COc1ccc(/C=C/C(=O)c2ccc(O)cc2O)cc1OC	.	-5	-2
CCN1CCN(c2c(CN(CCOC)C(=O)CCl)c(C)nn2-c2cccc(F)c2)CC1	-6	-5	.
O=C(NCc1cccc(F)c1)Nc1nn(Cc2ccc(COc3ccc4c(c3)OCO4)cc2)c2ccc(C(F)(F)F)cc12	-4	-5	1

Structures shown so far that contain nitrogen in an aromatic ring, in the order listed:
SMILES	mcGAS inh	hcGAS lum	NPYLR7 ag
CCc1c(C)nn(CC(=O)NC(C)c2n[nH]c(C)n2)c1C (stereo not given)	.	-4	3
O=S(=O)(c1cccc(Cl)c1Cl)N(Cc1nnc(-c2ccc(Cl)cc2)o1)C1CC1	-7	-3	0
CCN1CCN(c2c(CN(CCOC)C(=O)CCl)c(C)nn2-c2cccc(F)c2)CC1	-6	-5	.
O=C(NCc1cccc(F)c1)Nc1nn(Cc2ccc(COc3ccc4c(c3)OCO4)cc2)c2ccc(C(F)(F)F)cc12	-4	-5	1

(list continues)
SMILES	mcGAS inh	hcGAS lum	NPYLR7 ag
CCC(C)NC(=O)CCn1c(=O)c2ccccc2n2c(=O)n(CC(=O)NCc3cccs3)nc12 (stereo not given)	.	-4	1
Cc1ccc(N(CC(=O)NCCc2nncn2C(C)C)S(C)(=O)=O)cc1	.	-10	13
COc1ccccc1-n1nnc(C(=O)OCc2ccccc2Cl)c1C	-9	-9	.
CCOCCCNc1nc(Nc2cc(C)cc(C)c2)c2cnn(-c3ccccc3)c2n1	-9	-7	2
O=C(N[C@@H]1C[C@H]1c1ccccc1)c1cc(COc2ccc3c(c2)CCCC3)on1	-10	-6	0
Cc1ccc(CN(CCc2c[nH]c3ccccc23)C(=O)CN(C(=O)c2ccc([N+](=O)[O-])cc2Cl)C(C)C)cc1	-6	-1	4
CCOC(=O)NC1CCCN(S(=O)(=O)c2ccc(C)c(F)c2)C1 (stereo not given)	-16	-9	12
O=C(NCc1ccccn1)C1CCCN(C2CCN(Cc3nccs3)CC2)C1 (stereo not given)	-13	-12	.
NNc1nc(NCc2ccccc2)nc(NCc2ccccc2)n1	-4	-4	-3
COc1cccc(Cc2c(C)nc(C)nc2N2CCN(C(=O)c3ccccc3C)CC2)c1	-5	-6	4
CCc1cnc(C)nc1N(C)Cc1nccn1C	-12	-3	.
O=C(Cn1nnc(-c2cccs2)n1)N1CCN(C(=O)c2ccco2)CC1	.	-8	0
COc1ccc(C(CC(=O)N2CCc3ccccc3C2)c2cn(C)c3ccccc23)cc1OC (stereo not given)	-4	-5	5
COc1ccccc1NC(=O)c1cc2cc(Br)ccc2oc1=N	-5	-5	-6
CCCCc1ccc(-c2ccc(-n3cncc3C(=O)N3CCC3)cc2)cc1	-3	1	0
O=C(Nc1ccc2c(c1)OCO2)c1ccc(CSc2nnc(-c3ccco3)n2-c2ccccc2F)cc1	-3	-2	2
COc1ccc(NC(=O)CSc2cc(C)ccc2C)cc1Cl	.	-11	7
O=C(NCC1OCCc2ccccc21)c1cn(Cc2c(F)cccc2F)nn1 (stereo not given)	-12	-6	8
CCOC(=O)C1(CCOc2ccccc2)CCN(Cc2nc3c(s2)CCCC3)CC1	-10	-7	10
C=CCN1C(=O)NC(c2ccccc2F)C2=C1CN(CCc1ccccn1)C2=O (stereo not given)	-5	-4	20
Cc1nc(-c2ccccc2)nc2c1C(=O)CC(c1ccc(N(C)C)cc1)S2 (stereo not given)	.	-3	-3
OC[C@@H](O)[C@@H](O[C@@H]1O[C@H](CO)[C@@H](O)[C@H](O)[C@H]1O)[C@H](O)[C@@H](O)CO	.	-4	-1
COCCn1c(SCC(=O)c2ccccc2)nc2c(c1=O)SCC2	-7	-9	-5
CCOC(=O)c1[nH]c(C)c(C(=O)CN(CC)C(=O)Nc2c(Cl)cccc2Cl)c1C	1	-2	-8
CCOc1nc(-c2cccs2)n(-c2cccc(NC(=O)c3ccc(C)cc3)c2)n1	-4	0	.
CCOC(=O)CC(c1cc(C(C)(C)C)c(O)c(C(C)(C)C)c1)P(=O)(OCC)OCC (stereo not given)	.	-6	-7
CCOC(=O)C1=C(C)N=c2sc(=C(C)C)c(=O)n2C1c1ccc2c(c1)OCO2 (stereo not given)	-2	0	1
C=CCCC(=O)N1CCC(CCc2ccc3c(c2)OCO3)CC1	-4	-4	0
Cc1cc(C)c(C2CC(=O)Nc3[nH]ncc32)cc1Cn1cncn1 (stereo not given)	-6	1	-12
C=CCn1c(SCc2ccc(C(=O)NC3CC3)cc2)nnc1-c1ccc([N+](=O)[O-])cc1	-7	-3	.
Cc1cc(CN(C)C(=O)CC2(c3ccccc3)CC(=O)N(Cc3cccs3)C2=O)on1 (stereo not given)	-9	-4	8
O=C(C1CCCC1)N(CCN1CCOCC1)Cc1cc(Cl)ccc1OCc1nc(CO)cs1	-4	-8	6
O=C(NCCNc1ccc(Nc2cccnc2)nn1)c1ccc(F)cc1	-8	-6	0
CCOc1ccc(NC(=O)NC(C(=O)Nc2nnc(-c3ccc(N(C)C)cc3)s2)C(C)CC)cc1 (stereo not given)	-4	-3	1
O=C(COc1cccc2ccccc12)N1CCN(S(=O)(=O)N2CCCCCC2)CC1	.	-7	-3
COC[C@@]12CC[C@@H](N3CCOCC3)C[C@H]1CCN(c1ncnc3ccsc13)C2	0	0	.
CC(C)(C)CCN1CCN(Cc2nc(C(C)(C)C)no2)CC1	-5	1	1
CCNc1nc(NCC)n2c(=S)[nH]nc2n1	.	-2	-1
CC(NC(=O)c1ccc(-n2cnnn2)cc1)C12CC3CC(CC(C3)C1)C2 (stereo not given)	.	-4	-5
CCOC(=O)c1sc(N2C(=O)C(O)=C(C(=O)c3cccs3)C2c2ccccc2F)nc1C (stereo not given)	-6	-5	1

4 of the compounds above, with each value named.
> O=C(NC1CCN2CCCCC12)C1CCS(=O)(=O)C1 (stereo not given)
  mcGAS inh: .	hcGAS lum: -9	NPYLR7 ag: 7
> CCc1c(C)nn(CC(=O)NC(C)c2n[nH]c(C)n2)c1C (stereo not given)
  mcGAS inh: .	hcGAS lum: -4	NPYLR7 ag: 3
> Cc1cccc(CS(=O)(=O)NCC(c2ccsc2)N2CCc3ccccc3C2)c1 (stereo not given)
  mcGAS inh: -7	hcGAS lum: -8	NPYLR7 ag: 11
> O=S(=O)(c1cccc(Cl)c1Cl)N(Cc1nnc(-c2ccc(Cl)cc2)o1)C1CC1
  mcGAS inh: -7	hcGAS lum: -3	NPYLR7 ag: 0

(cont.)
SMILES	mcGAS inh	hcGAS lum	NPYLR7 ag
CCSc1cc(-c2cc(-c3cccs3)[nH]c(=O)c2C#N)c(C)o1	.	-9	-2
CCn1c(SCc2cc3c(cc2Br)OCO3)nnc1C1CC1	-17	-9	16
CCC(C)NS(=O)(=O)c1ccc(F)c(OC)c1 (stereo not given)	-4	-3	-1
Brc1cnc(Nc2cnn(-c3ncccn3)c2)nc1	-9	-4	2
COc1ccc(N2C(=O)C3N=NN(Cc4ccccc4C)C3C2=O)cc1 (stereo not given)	-5	-4	-6
COc1ccc(S(=O)(=O)Nc2ccc(N(C)C)c(CN(Cc3ccco3)C(=O)NC(C)(C)C)c2)cc1	-4	-9	26
CC(C)OCCS(=O)(=O)NCC(=O)Nc1ccc(Br)cc1	.	-3	4
CCCCCCOc1ccc(C=C2SC(=O)NC2=O)cc1	-2	0	-2
CCN1CCN(C(C)CNc2ccc(C#N)c(Cl)c2)CC1 (stereo not given)	.	-5	4
CC(C)CN1CCC(CNC(=O)c2ccc(N3CCNC(=O)CC3)nc2)C1 (stereo not given)	-6	-5	11

Single records, from the list above.
`CCSc1cc(-c2cc(-c3cccs3)[nH]c(=O)c2C#N)c(C)o1` is listed as mcGAS inh: .; hcGAS lum: -9; NPYLR7 ag: -2
`CC(C)CN1CCC(CNC(=O)c2ccc(N3CCNC(=O)CC3)nc2)C1` (stereo not given) is listed as mcGAS inh: -6; hcGAS lum: -5; NPYLR7 ag: 11
`COc1ccc(S(=O)(=O)Nc2ccc(N(C)C)c(CN(Cc3ccco3)C(=O)NC(C)(C)C)c2)cc1` is listed as mcGAS inh: -4; hcGAS lum: -9; NPYLR7 ag: 26

(cont.)
SMILES	mcGAS inh	hcGAS lum	NPYLR7 ag
Cc1cnc(CNC(=O)c2cncn2-c2cccc(-c3cccc4c3sc3ccccc34)c2)cn1	-8	-4	21
Cc1cc(S(=O)(=O)Nc2ccc(CC(N)=O)cc2)ccc1OC(C)C	-1	3	-2
CCCC(NS(=O)(=O)c1ccc(C)c(C(=O)O)c1)c1ccccc1 (stereo not given)	-14	-8	0
CS(=O)(=O)N(CC(O)Cn1c2ccccc2c2ccccc21)c1ccc(F)cc1 (stereo not given)	.	6	5
COc1ccc(OCC(=O)Nc2cccc(C)n2)cc1	.	-9	0
COCC(=O)N1C[C@H](N(C)C)C[C@H]1CO	-10	-5	23
Cc1ccc(CNC(=O)C2(C)CCN2C(=O)Cc2ccc(-c3ccccc3)cc2)cc1 (stereo not given)	-4	-8	8
CCCn1c(C(C)NCc2ccccc2)nc2ccccc2c1=O (stereo not given)	.	-2	-3
CCCn1c(SCc2cccc3cccnc23)n[nH]c1=O	.	-8	7
Cc1sc2c(c1Br)-c1c(sc(C)c1Br)CSC2	.	0	0
CCCN1C(=O)C(C)(C)COc2ccc(NC(=O)Cc3ccc(Cl)cc3)cc21	.	4	17
CCCn1c(SCc2cc(=O)n3cc(Br)ccc3n2)n[nH]c1=O	3	3	-2
O=C(c1cccs1)N1CCCN(c2nc(C3CCOCC3)nc3c2cnn3-c2ccccc2)CC1	-10	-5	-9
CSCC(=O)NCCC(=O)Nc1cc(Br)ccc1C	.	-6	6
CCn1c(=O)[nH]c2cc(Cl)c(Cl)cc21	-3	7	1
O=C(CCc1ccccc1F)Nc1cc2c(cc1Cl)OCO2	-16	-6	-3
CC(C)Cc1cc(C(=O)NC(C)c2cn3ncsc3n2)n[nH]1 (stereo not given)	-6	-4	15
COc1cc2c(NC3CCN(C)CC3)nc(N3CCCN(C)CC3)nc2cc1OCCCN(C)C	5	1	-12
CC(C)c1nccc(CN2CCN(c3ncnc4ccccc34)CC2)n1	.	-3	3
Nc1cc(-c2ccc(Cl)cc2)nn1-c1ccc(C(=O)NC(c2ccccc2)c2ccccn2)cc1 (stereo not given)	-6	-1	-8

Reprinted at random: two records from the list
SMILES	mcGAS inh	hcGAS lum	NPYLR7 ag
CCCN1C(=O)C(C)(C)COc2ccc(NC(=O)Cc3ccc(Cl)cc3)cc21	.	4	17
CC(C)c1nccc(CN2CCN(c3ncnc4ccccc34)CC2)n1	.	-3	3

Continued:
SMILES	mcGAS inh	hcGAS lum	NPYLR7 ag
O=C1OC(c2ccc(Cl)c(Cl)c2)=N/C1=C/C=C/c1ccccc1	.	-7	0
COc1ccc(C(=O)N(Cc2cccc(OS(=O)(=O)c3ccc(F)cc3)c2)CC(C)C)cc1	1	3	-5
CCOC(=O)C1=C(CC)NC2=C(C(=O)CCC2)C1c1cccc(I)c1 (stereo not given)	-4	-5	-2
CCOC(=O)C1CCN(C(=O)c2cccc(CSc3nc(C)cc(N(C)CCc4ccc(OC)c(OC)c4)n3)c2)CC1	-7	-10	6

Bioassay records as filed in PubChem BioAssay.
